TRb-SRC2 inh: disrupts binding of human TR beta to SRC2. TRbeta-SRC2 peptide binding, fluorescence polarization; receptor liganded with 1 µM T3. Potency, µM (top dose mostly 106 µM), for inactives: top-dose activity change, negative = inhibition, most hits filed as inhibitors. P10828. 280,000 tested, 0.065% active;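 further: plate controls were bound peptide for no effect and peptide without receptor for full effect; nearly all actives have a fitted effect of over 50% in size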
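TRb LBD 0.6 uM + Texas Red SRC2 peptide 20 nM, 1 uM T3, Tris buffer w/ 5% DMSO; compound pinned, 5 h RT; FP read ex 555/em 632; normalized to unbound and bound controls.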
L3MBTL1 block: L3MBTL1 (human) inhibition; AlphaScreen L3MBTL1–H3K9me1 peptide binding; AID 485360; Potency, µM (titrated, usually from 57.1 µM), without a hit: at the highest dose activity, negative = inhibition, most hits filed as inhibitors; Q9Y468; 230,000 tested, 0.66% active; further: on the % scale 0 is the no-effect control and ±100 the full control effect; nearly all actives have a fitted effect of over 60% in size
Target sequence (Q9Y468 whole entry, looked up): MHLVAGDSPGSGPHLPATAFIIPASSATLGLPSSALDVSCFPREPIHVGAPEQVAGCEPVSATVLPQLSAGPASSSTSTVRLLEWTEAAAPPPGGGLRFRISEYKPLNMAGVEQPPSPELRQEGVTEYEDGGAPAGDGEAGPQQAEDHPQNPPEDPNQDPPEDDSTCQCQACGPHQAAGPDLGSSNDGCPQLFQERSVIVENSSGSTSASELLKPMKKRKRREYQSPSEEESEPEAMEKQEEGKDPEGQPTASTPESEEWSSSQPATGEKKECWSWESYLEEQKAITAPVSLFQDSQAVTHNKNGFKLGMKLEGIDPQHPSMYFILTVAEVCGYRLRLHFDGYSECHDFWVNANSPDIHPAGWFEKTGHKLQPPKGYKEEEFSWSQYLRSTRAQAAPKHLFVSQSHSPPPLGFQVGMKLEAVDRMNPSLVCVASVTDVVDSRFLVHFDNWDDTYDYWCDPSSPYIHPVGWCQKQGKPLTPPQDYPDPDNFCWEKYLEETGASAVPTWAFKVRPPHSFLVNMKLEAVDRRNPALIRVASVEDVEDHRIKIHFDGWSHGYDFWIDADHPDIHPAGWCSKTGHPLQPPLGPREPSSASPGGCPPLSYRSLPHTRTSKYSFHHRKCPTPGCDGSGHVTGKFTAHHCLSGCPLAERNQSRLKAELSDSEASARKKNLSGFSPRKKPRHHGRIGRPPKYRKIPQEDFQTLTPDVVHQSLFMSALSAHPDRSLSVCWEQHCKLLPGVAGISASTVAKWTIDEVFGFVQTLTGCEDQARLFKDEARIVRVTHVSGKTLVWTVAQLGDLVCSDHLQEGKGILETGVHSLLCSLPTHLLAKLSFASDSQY
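First, the protein-peptide complex forms for 30 min at room temperature (L3MBTL1 50 nM, biotinylated H3K9me1 peptide 75 nM). Next, compounds are pin-transferred and incubated 30 min. Finally, AlphaScreen beads are added and read after 30 min.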
Tau fibril ThT: blocks human tau fibril formation measured by thioflavin T; P10636; recombinant tau K18 P301L, heparin-induced fibrillization, ThT fluorescence; Potency, µM (doses to about 57.4 µM), for the others: top-dose activity, negative = inhibition, hits mostly inhibitors; 270,000 tested, 2.1% active; AID 1460; further: on the % scale 0 is the no-effect control and ±100 the full control effect; nearly all actives have a fitted effect of over 55% in size
Target sequence (P10636 561-689 P618L limits assumed): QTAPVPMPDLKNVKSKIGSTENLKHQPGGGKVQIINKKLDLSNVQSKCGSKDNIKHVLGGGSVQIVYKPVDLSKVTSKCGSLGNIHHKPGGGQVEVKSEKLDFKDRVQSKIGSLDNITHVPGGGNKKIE
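Aggregation was driven by heparin (20 uM final) acting on recombinant tau […] bearing P301L in 100 mM sodium acetate pH 7; fibrils were detected with Thioflavin T.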
Tau fluor cs: counter-screen for tau fibril formation inhibitors; tau K18 P301L (four-repeat tau fragment) Alexa594 fluorescence, heparin fibrillization; Potency, µM (top dose mostly 57.7 µM), for the others: at the top dose activity change, negative = decrease; 280,000 tested, 0.93% active; AID 1463; further: on the % scale 0 is the no-effect control and ±100 the full control effect; nearly all actives have a fitted effect of over 55% in size
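Human K18 P301L tau (15 uM unlabeled plus 0.24 uM Alexa 594-labeled, final) in 100 mM sodium acetate pH 7 was mixed with compound and 20 uM heparin and incubated 6 hr at 37 C.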
RECQ1 helicase: blocks DNA unwinding by human RECQ1 | Potency, µM (top dose mostly 57.3 µM), for inactives: at the highest dose activity, negative = inhibition, actives largely listed as inhibitors | P46063 | AID 2549 | RECQ1 DNA unwinding, red fluorescence kinetic read | 240,000 tested, 0.54% active;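 further: plate controls were vehicle for no effect and no enzyme for full effect; nearly all actives have a fitted effect of over 30% in size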
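RECQ1T1 50 nM; forked duplex (20 bp + 30-nt ss tails) 200 nM, ATP 2 mM final; pH 8.0, 2 mM MgCl2, 2.5 ug/ml poly(dI-dC); 15 min compound preincubation; discontinuous kinetic read over 2 h at RT.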
HTT ATP protect: Huntington cell model cytoprotection by ATP luminescence. PC12 HTT-Q103 induced, cytoprotection, ATP luminescence, 40 h. Potency, µM (doses to about 56.4 µM), inactives show cytoprotection (ATP increase), most hits filed as activators. 230,000 tested, 0.14% active;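 further: % of control where 0% means no effect; nearly all actives have a fitted effect of over 45% in size; toxic huntingtin expression switched on by the ecdysone agonist tebufenozide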
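PC12 cells stably carrying ecdysone-inducible Htt exon 1 (Q103)–GFP were induced with 100 nM tebufenozide (final) alongside library compounds in a dose series. Cytoprotection was scored as retained ATP by ATPlite luminescence.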
Tau fibril FP: tau fibrillization inhibition (FP); P10636; Potency, µM (doses to about 57.7 µM), without a hit: at the highest dose activity, negative = inhibition, usual class: inhibitors; 280,000 tested, 0.39% active; K18 P301L tau heparin fibrillization, Alexa594 FP, 6 h; further: on the % scale 0 is the no-effect control and ±100 the full control effect; nearly all actives have a fitted effect of over 55% in size
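K18 P301L tau (15 uM unlabeled/0.24 uM Alexa 594-labeled, final) + compound + heparin 20 uM final; 100 mM NaOAc pH 7; 6 hr 37 C; ThT 30 uM final added, 1 hr RT; FP ex 555/em 632 nm.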
TR SRC2 fluor cs: counter-screen for TRb-SRC2 inhibitors: fluorescence interference; TRb/SRC2 Texas Red total fluorescence interference; Potency, µM (top dose mostly 106 µM), for the others: top-dose fluorescence change, negative = quenching; 280,000 tested, 0.29% active; AID 1479; active means well fitted curve in either direction with a large enough effect; inconclusive means small, poorly fitted or top-dose-only effect; further: on the % scale 0 is the no-effect control and ±100 the full control effect
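Human TRβ ligand-binding domain (0.6 uM) and Texas Red SRC2 peptide (20 nM) in Tris buffer with 1 uM T3 and 5% DMSO were incubated with pinned compound for 5 hr at ambient temperature. Total fluorescence was computed as S + 2P (555/632 nm).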
Numbers without * were called inactive; i = inactive; u = inconclusive; x = not tested or not shown; & = joins results of further samples; [ ] = remark or other dose. Unless noted, the call rests on the fitted dose curve; in most records, active means well fitted curve in the direction sought with a large enough effect; inconclusive means small, poorly fitted or top-dose-only effect, or another doubt; inactive means no such curve, though single readings can be large; an effect the other way counts as inactive or inconclusive. Potency means the concentration at half of the fitted maximal effect. The list is partial (hit frequency here may not be typical).

SMILES | TRb-SRC2 inh | L3MBTL1 block | Tau fibril ThT | Tau fluor cs | RECQ1 helicase | HTT ATP protect | Tau fibril FP | TR SRC2 fluor cs
O=C(CSc1ccccn1)N/N=C/c1c[nH]c2ccccc12 | 6.6% | -12.6% | u | u | -13.6% | -15.7% | 12.4% | -5.3%
O=C(COC(=O)C1CC2C=CC1C2)Nc1cccc(S(=O)(=O)N2CCCCC2)c1 (stereo unspecified) | 0.1% | 10.5% | 0.9% | 2.0% | -7.2% | -2.9%[1.9 µM] | 2.4% | -15.3%
O=C(CCc1c[nH]c2ccccc12)NCC1COc2ccccc2O1 (stereo unspecified) | -10.8% | x | -16.9% | -28.0% | -7.6% | -28.8% | u | -0.7%
Cc1cc(C)cc(N2C(=O)CSC2c2ccccn2)c1 (stereo unspecified) | 5.7% | x | -2.2% | 0.5% | -2.6% | -11.6% | 3.2% | -0.1%
O=C(Nc1nc(-c2ccncc2)cs1)C1COc2ccccc2O1 (stereo unspecified) | 2.0% | -1.0% | 28.2µM* | -18.5% | i | 16.8%[10 µM] | u | 0.7%
COC(=O)c1c(NC(=S)Nc2cc(OC)c(Cl)cc2OC)sc2c1CCCCC2 | -4.7% | -4.2% | 7.9% | 6.7% | -0.3% | 7.5%[10 µM] | -2.0% | -8.5%
COc1ccc(Cl)cc1NC(=O)c1cc(-c2cc(C)ccc2O)n[nH]1 | 4.7% | -8.0% | u | -17.8% | 8.0% | -13.8%[10 µM] | -13.1% | -1.4%
CCc1cccc(CC)c1-n1nnc2c(sc3nc(C)cc(C)c32)c1=O | -3.5% | x | -3.1% | 0.1% | x | x | -2.4% | -0.3%
O=C1c2ccccc2-c2c1cccc2C(=O)N1CCCCC1 | 3.5% | 14.8%[11.4 µM] | -10.9% | -12.2% | 0.1% | 16.9%[10 µM] | -2.9% | -2.0%
Cc1cc(C)c(C(=O)CSc2n[nH]c(=O)n2C2CC2)cc1C | -12.6% | x | u | -5.9% | i | -16.8% | -3.1% | -4.6%
O=C(Nc1ccc2nc(-c3cccnc3)[nH]c2c1)C12CC3CC(CC(C3)C1)C2 | -3.5% | 0.7% | 0.3% | -24.6% | -2.1% | 14.5%[10 µM] | 1.4% | -3.0%
CCOC(=O)/C(C#N)=N/Nc1ccc(S(=O)(=O)N2CCc3ccccc32)cc1 | 5.1% | -14.7% | u | u | -16.6% | x | 2.1% | -1.0%
COc1ccc(CCNC(=O)CCc2c(C)nc3c(c(C)nn3-c3ccc(C)cc3)c2C)c(OC)c1 | -6.6% | x | -9.6% | -4.5% | x | x | -5.0% | u
CCCC[C@@H]1C[C@H]1C(NC(=O)c1ccc(C(F)(F)F)cc1)c1ccc(C(=O)OC)cc1 (stereo partly specified) | 1.5% | x | -5.5% | -7.1% | 6.7% | -14.5% | -3.2% | 3.4%
CCc1nc(NCCO)c(C#N)c2c1CSC(C)(C)C2 | -8.5% | 42.6%[activator] | u | -17.0% | -2.2% | 13.6%[10 µM] | 6.7% | -6.6%
CC1(C)CC(=O)C2=C(C1)N(c1ccc(F)cc1)C(=O)CC2c1ccsc1 (stereo unspecified) | 1.6% | x | -1.7% | -9.7% | -5.4% | 3.9% | -2.1% | 3.4%
CCOC(=O)C1=C(Cc2ccc(Cl)cc2)C(=O)c2ccccc2C1=O | 4.0% | x | 14.1µM* | u | i | -70.3%[inhibitor] | u | -3.8%
CCc1cc(-c2n[nH]c(=S)n2N)n(C)n1 | 0.3% | 5.6% | 3.1% | -0.4% | -3.8% | -5.2% | -1.2% | -3.5%
COc1ccc2c(c1)NC(C)(C)C=C2C | -22.9% | -20.9% | u | u | 0.3% | 13.8% | -13.1% | 14.2%
C=CCNC(=O)/C(C#N)=C/c1ccc(C(=O)O)cc1 | 6.7% | 9.0% | -2.0% | 2.1% | i | -18.1% | -3.1% | -1.7%
N[C@](CC1c2ccccc2Oc2ccccc21)(C(=O)O)[C@H]1C[C@@H]1C(=O)O | 9.5% | x | 8.6% | 3.0% | -6.3% | -21.7% | 0.4% | -1.2%
CCCCc1ccc(C(=O)NC(C(=O)O)C(C)C)cc1 (stereo unspecified) | 3.8% | -1.0% | -2.2% | 1.5% | -11.6% | -7.6%[1.9 µM] | 4.6% | 1.2%
CC(Sc1ncnc2sccc12)C(=O)Nc1ccc(C(N)=O)cc1 (stereo unspecified) | 2.8% | x | -8.7% | -5.3% | -3.7% | -49.6%[inhibitor] | 7.5% | 1.7%
CCOC(=O)c1ccccc1NS(=O)(=O)c1ccccc1F | -7.9% | 13.7% | -1.0% | -11.4% | -9.3% | -24.3%[10 µM] | -1.0% | 1.5%
CCOC(=O)C1=C(O)C(=O)N(CCCn2ccnc2)C1c1ccc(OC)cc1 (stereo unspecified) | 1.5% | 6.6% | 5.0% | 4.8% | -7.2% | -4.8%[10 µM] | 5.9% | -7.0%
COCCn1ccc(O)c(Cc2ccccc2)c1=O | 0.8% | -0.4% | -4.5% | 2.2% | 3.7% | -6.9%[10 µM] | -8.5% | -5.8%
COc1ccc(NC(=O)Cn2cc(C#N)c3ccccc32)cc1 | -2.4% | 1.1% | -3.5% | -0.4% | i | -6.6%[10 µM] | -12.3% | 0.5%
CCC1SC(CC)C(=O)N(CC(=O)NCCc2ccccc2)C1=O (stereo unspecified) | 1.9% | 2.3% | 4.6% | 2.7% | -19.6% | x | -2.9% | -1.6%
CCS(=O)(=O)c1ccc2oc(=O)c(/C=C(\O)c3ccc(Cl)cc3)nc2c1 | -8.4% | -27.7% | -15.5% | -6.9% | -6.2% | -23.8% | 2.0% | -1.8%
Cc1onc(-c2c(Cl)cccc2Cl)c1C(=O)NC1C(=O)N2C1SC(C)(C)C2C(=O)O (stereo unspecified) | -10.7%&-0.7% | x | 0.5%&-16.7% | -0.2%&-12.1% | -0.4%&-2.4% | 14.3%&28.4% | 3.0%&-6.9% | -0.3%&-0.3%

Just TRb-SRC2 inh, for some of the entries so far:
| smiles | TRb-SRC2 inh |
| --- | --- |
| CCC1SC(CC)C(=O)N(CC(=O)NCCc2ccccc2)C1=O (stereo unspecified) | 1.9% |
| CCS(=O)(=O)c1ccc2oc(=O)c(/C=C(\O)c3ccc(Cl)cc3)nc2c1 | -8.4% |

Two records picked at random from those above:
SMILES | TRb-SRC2 inh | L3MBTL1 block | Tau fibril ThT | Tau fluor cs | RECQ1 helicase | HTT ATP protect | Tau fibril FP | TR SRC2 fluor cs
COC(=O)c1c(NC(=S)Nc2cc(OC)c(Cl)cc2OC)sc2c1CCCCC2 | -4.7% | -4.2% | 7.9% | 6.7% | -0.3% | 7.5%[10 µM] | -2.0% | -8.5%
O=C(CSc1ccccn1)N/N=C/c1c[nH]c2ccccc12 | 6.6% | -12.6% | u | u | -13.6% | -15.7% | 12.4% | -5.3%

Other entries.
SMILES | TRb-SRC2 inh | L3MBTL1 block | Tau fibril ThT | Tau fluor cs | RECQ1 helicase | HTT ATP protect | Tau fibril FP | TR SRC2 fluor cs
Cc1ccc(NC(=O)CSc2nccn2Cc2ccc3c(c2)OCO3)c(C)c1 | 1.6% | x | -13.1% | -16.3% | x | x | 0.0% | -6.3%
COc1ccc(NC(=O)/C=C/c2ccccc2[N+](=O)[O-])c(OC)c1 | -3.7% | -0.1% | 12.6µM* | u | 3.5% | 1.7%[10 µM] | 9.9% | -1.3%
Cc1cc(C(=O)N2CCN(Cc3ccc4c(c3)OCO4)CC2)on1 | -0.8% | 2.8% | 0.6% | 2.4% | -2.6% | 1.6%[10 µM] | 2.1% | -4.0%
COc1ccccc1CNC(=O)CN1N=C(c2ccccc2)CCC1=O | 2.4% | x | 11.4% | 8.4% | x | x | 0.8% | -0.6%
Cc1ccccc1C(=O)Nc1nncs1 | -9.0% | x | -3.6% | -2.2% | -10.6% | -6.3% | 5.3% | -5.6%
COc1ccc(NC(=O)CSc2n[nH]c(-c3ccccc3)n2)cc1Cl | -1.4% | x | -4.6% | u | x | x | u | -2.5%
Cc1ccnc2c(N3C(=O)C4C5C=CC(C5)C4(C)C3=O)cccc12 (stereo unspecified) | -0.3% | -3.6% | -8.5% | -2.6% | i | -4.3% | -13.2% | 2.7%
O=C(Cn1cnc2sc(-c3ccccc3)cc2c1=O)NCCc1ccccc1 | -8.0% | x | -1.6% | -8.9% | -6.0% | -6.0%[10 µM] | -15.8% | 2.4%
O=C(COC(=O)COc1ccccc1)NCc1ccccc1 | 0.8% | 4.2% | 1.5% | 7.4% | i | -13.7% | -0.9% | -0.2%
O=C1CSC(c2ccc(Cl)cc2)N1C1CCCCC1 (stereo unspecified) | -0.9% | x | -3.1% | -5.7% | 4.2% | -29.9% | 2.4% | -0.9%
Cc1nn(C(C)C(=O)NCC2CCCO2)c(=O)c2cc3occc3n12 (stereo unspecified) | -0.7% | x | -3.3% | 2.2% | -4.4% | -8.4% | 3.7% | 0.0%
O=C(c1ccc(-n2cccn2)cc1)N1CCc2c([nH]c3ccccc23)C1c1ccccn1 (stereo unspecified) | -0.8% | -6.2% | u | u | 5.8% | -16.2%[10 µM] | 11.2% | -4.7%
O=C(CSc1ncccc1C(=O)Oc1ccccc1Cl)Nc1ccc(C(F)(F)F)cc1Cl | -2.7% | x | 3.8% | -5.6% | x | x | -4.5% | 0.3%
CCOc1c(C(N)=O)c(-c2ccccc2)c2c(=O)[nH]c3ccccc3n12 | -4.5% | -0.2% | -13.9% | -22.0% | -4.4% | -16.0%[0.074 µM] | -5.7% | -1.7%
CCC(=NCc1ccco1)c1c(C(F)(F)F)[nH]n(-c2nc3ccccc3s2)c1=O | -8.8% | x | -0.7% | -2.8% | i | -55.4%[inhibitor] | 8.6% | -0.4%
COc1c(Cl)cc(Cl)cc1CNCCNCC(C)O (stereo unspecified) | 9.0% | -10.3% | -4.4% | -12.5% | -4.4% | 1.5% | -5.6% | -2.5%
O=C(c1ccco1)[C@@H]1[C@@H]2C(=O)N(c3ccccc3)C(=O)[C@@H]2C2c3ccccc3C=CN21 (stereo partly specified) | -29.4% | -21.2% | 25.1µM* | -28.6% | -0.7% | -0.6%[0.074 µM] | u | 4.1%

Assay outcomes: PubChem BioAssay, National Center for Advancing Translational Sciences (NCATS)
